Assay outcomes from PubChem BioAssay.
GSK3B inh: human GSK3beta kinase inhibitors, primary screen, biochemical, cell-free homogeneous, HTS; Glycogen synthase kinase-3 beta (Homo sapiens), P49841; GST-GSK3beta kinase, ADP-Glo luminescence, 60 min; hits give low values; activity score (negative = inhibition), % at 10 µM; 300,000 compounds, 0.038% hits;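 active means more than half of replicate wells score below -50%, meaning over 50% inhibition versus plate controls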;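 further: 0% = median DMSO wells and -100% = median GW8510 positive control wells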
Target sequence (P49841 whole entry, looked up): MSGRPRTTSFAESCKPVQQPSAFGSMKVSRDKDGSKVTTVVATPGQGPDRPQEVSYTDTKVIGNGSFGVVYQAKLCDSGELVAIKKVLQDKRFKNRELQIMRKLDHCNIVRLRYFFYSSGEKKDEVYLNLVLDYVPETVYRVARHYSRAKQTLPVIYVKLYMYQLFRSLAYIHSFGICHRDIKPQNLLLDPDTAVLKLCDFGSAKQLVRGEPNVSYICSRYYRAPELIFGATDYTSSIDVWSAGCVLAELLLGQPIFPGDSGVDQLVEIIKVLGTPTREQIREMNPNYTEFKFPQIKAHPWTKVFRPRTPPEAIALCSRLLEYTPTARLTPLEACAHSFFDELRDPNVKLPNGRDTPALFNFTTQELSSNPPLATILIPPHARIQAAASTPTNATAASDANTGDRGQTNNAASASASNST
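Assay system: GST-fused GSK3beta enzyme, cell-free / Medium: Tris pH 7.5 buffer with MgCl2, DTT, BSA, heparin / Also added: peptide substrate plus 25 µM ATP (final) / Compound: 10 µM single point / Timing: kinase reaction with compound 60 min at room temperature / Detection: ADP-Glo luminescence / Benchmarks: DMSO neutral wells and GW8510 at 20 µM as positive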
GSK3 alpha inh: blockers of GSK3A enzyme activity – biochemical, luminescence, cell-free homogeneous, HTS, primary screen | Glycogen synthase kinase-3 alpha (Homo sapiens), P49840 | GSK-3 alpha kinase, ADP-Glo luminescence, 60 min | inhibition, % at 10 µM | 320,000 compounds, 0.1% hits;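 in the data active means inhibition above about 50%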;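 further: GST-tagged GSK-3 alpha with peptide substrate and 25 µM ATP; 0% = DMSO neutral wells and 100% = GW8510 positive control wells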
Target sequence (P49840 whole entry, looked up): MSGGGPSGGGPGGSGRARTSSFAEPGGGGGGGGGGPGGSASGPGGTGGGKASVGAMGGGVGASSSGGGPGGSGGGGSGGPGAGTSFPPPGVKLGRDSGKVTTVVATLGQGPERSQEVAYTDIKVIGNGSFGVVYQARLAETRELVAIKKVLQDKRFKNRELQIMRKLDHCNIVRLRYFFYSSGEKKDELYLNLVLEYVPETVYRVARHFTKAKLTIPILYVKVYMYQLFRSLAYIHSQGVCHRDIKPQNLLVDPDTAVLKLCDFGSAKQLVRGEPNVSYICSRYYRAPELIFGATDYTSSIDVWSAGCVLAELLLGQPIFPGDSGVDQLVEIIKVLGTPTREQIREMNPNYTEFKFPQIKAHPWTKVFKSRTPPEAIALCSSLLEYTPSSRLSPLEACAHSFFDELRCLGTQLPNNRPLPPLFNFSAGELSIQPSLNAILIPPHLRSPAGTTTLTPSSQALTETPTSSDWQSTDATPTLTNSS
IEC-6 cytotox: cytotoxicity in IEC-6 intestinal epithelial cells, primary screen, cytotoxicity control for KLF5 inhibitor project, cell-based, luminescence | inhibition, % at 5 µM | IEC-6 cytotoxicity, luminescence viability | 290,000 compounds, 0.78% hits; in the data active means inhibition above about 22%;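 further: 0% = plate median of test compound wells and 100% = cytotoxic reference compound wells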
HSF1 activator: HSF-1 activators, primary screen, NIH3T3-HGL cells, MG132 stress, luminescence, single point; NIH3T3-HGL HSF-1 luciferase reporter, 8 h; 100% = twice DMSO control signal; activation, % at 9 µM; 300,000 compounds, 1.7% hits;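 active means mean replicate activation of at least 50% with a set share of replicates each reaching 50%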;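 further: 0% = median of the neutral control wells and 100% = twice that signal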
aSyn 5UTR inh: MLPCN primary screen, SNCA 5' untranslated region; inhibition, % (tested at 7.5 µM); 300,000 compounds, 0.82% hits; alpha-synuclein 5'UTR reporter, inhibitor activity; in the data active means inhibition above about 60%;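 further: H4 neuroglioblastoma cells stably carrying SNCA 5'UTR luciferase fusion; 0% = DMSO wells and 100% = positive control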
Dyrk1A ADPGlo: rat Dyrk1A kinase inhibitors, primary screen, biochemical, single point, plate reader | 310,000 compounds, 0.43% hits | AID 504441, 2011 | Dual specificity tyrosine-phosphorylation-regulated kinase 1A (Rattus norvegicus), Q63470 | inhibition, % at 12.5 µM | ADP-Glo luminescence, NFATc1 peptide; in the data active means inhibition above about 50%;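 further: plate controls were vehicle with enzyme for no effect and no enzyme for full effect; many of its hits are not listed in these tables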
HSP90 refold inh: HSP90 inhibitors, primary screen, cell lysate, luminescence. inhibition, % at 5.6 µM. Heat shock protein HSP 90 (rabbit reticulocyte lysate; luciferase refolding). 290,000 compounds, 0.91% hits. AID 1789, 2009. Rabbit reticulocyte lysate, luciferase refolding luminescence, 3 h;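 active means inhibition above the screen-wide mean plus 3 SD, computed separately per campaign, cut at about 16% in these data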;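 further: 0% = DMSO wells and 100% = 60 µM geldanamycin wells; inhibitors lower the luminescence because luciferase stays unfolded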
Platelet DG rel: inhibitors of platelet dense granule secretion, primary screen, cell-based, MLPCN, human platelets; 300,000 compounds, 0.22% hits; human platelet-rich plasma, SFLLRN dense granule ATP release, luminescence; inhibition, %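 (compounds screened at 7.5 µM in platelet-rich plasma)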;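 active means mean replicate score, as percent of positive control, at or above 50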
KLF5 inh: KLF5 expression inhibitors, primary screen, DLD-1 cells, luminescence; DLD-1 KLF5 promoter-luciferase reporter; inhibition, % at 5 µM; 290,000 compounds, 0.23% hits;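 active means inhibition above a per-plate limit of that plate's mean compound inhibition plus 3 SD, cut at about 60% in these data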;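 further: 0% = DMSO wells and 100% = LY294002 at 200 µM; higher means less KLF5 promoter-driven luciferase light; inactives centre near -14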
HSF1 inh: HSF1 inhibitors in luciferase reporter cells, primary screen, cell-based, NIH3T3, luminescence. activity change, negative = inhibition, % at 7.5 µM (by protocol). AID 2098, 2009. NIH3T3-HGL HSE-luciferase, MG132-induced, luminescence 8 h; hits give low values. 300,000 compounds, 0.77% hits;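 active means more than half of replicate wells show activity change below -50%, luminescence cut by over half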;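 further: luciferase reports HSF-1 transcriptional activity via heat shock element; 0% = median of DMSO wells and -100% = zero luminescence signal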
* marks the source's active call; other numbers are inactive results; x = no result given. Some of the compounds tested. The share of hits here may be higher or lower than overall.

Sequence of screens: GSK3B inh, GSK3 alpha inh, IEC-6 cytotox, HSF1 activator, aSyn 5UTR inh, Dyrk1A ADPGlo, HSP90 refold inh, Platelet DG rel, KLF5 inh, HSF1 inh
CC(C)(C)NC(=O)COC(=O)c1ccccc1Oc1ccccc1
    -3, 0, -4, 8, 1, -10, 7, -11, 8, -8
CCCCN(C)C(=O)c1c[nH]c2ccc(S(=O)(=O)N3CCOCC3)cc2c1=O
    -1, x, 0, 4, 0, 6, -7, -14, -11, 3
c1ccc(-c2[nH]ncc2CN2CCc3ccccc3C2)cc1
    1, -4, 4, -1, 22, x, 4, 8, -22, -14
O=C(Cc1cccc2ccccc12)NN1C(=O)CSC1=S
    2, -2, 2, -5, 26, -4, -1, -2, -50, -3
COc1ccc(C)cc1NC(=O)COC(=O)Cc1ccc(-c2ccccc2)cc1
    -2, -4, -10, -1, -20, 0, 2, 13, -5, -6
COc1cc(Br)c(CN2CCCN(C)CC2)cc1OC
    -4, -2, -3, -3, -15, x, 2, 5, -17, -2
CCN(CC)S(=O)(=O)c1cccc(C(=O)Nc2cccnc2)c1
    -3, 5, -4, -11, -30, -11, 1, 1, -15, -2
COC(=O)c1c(-c2ccc(OC)cc2)oc2ccc(-c3ccc(OC)nc3)cc12
    -1, -3, 0, 4, 14, 1, -3, -1, -15, -1
CC(C)Oc1ccc(/C(O)=C2/C(=O)C(=O)N(CCN(C)C)C2c2ccco2)cc1 (stereo unspecified)
    -1, -1, 1, -28, -52, -1, 14, -6, -22, -16
Cc1cc(NC(=O)CCC(=O)N(c2ccccc2)C(C(=O)NC2CCCC2)c2cccs2)no1 (stereo unspecified)
    -1, -2, -3, -8, 16, 1, -2, -3, -1, 6
COc1ccc(OC)c(NC2c3ccccc3C(=O)N2Cc2ccc3c(c2)OCO3)c1 (stereo unspecified)
    3, -2, 2, 51*, 35, -1, 2, -4, -27, 27
CC1=C(C(=O)OCC2CCCO2)C(c2coc3ccccc3c2=O)C2=C(CCCC2=O)N1 (stereo unspecified)
    3, -2, 0, -6, -59, -6, -3, -2, 0, -10
CNC(=O)CC(=O)Nc1ccccc1C(=O)O
    0, 22, -7, 4, 1, -6, -7, 5, -5, -5
COc1ccc(C(=O)c2cnc[nH]2)cc1OC
    4, 2, 0, 4, 32, 15, 1, -1, -57, -6
Cc1cc(NC(=O)NC(C(F)(F)F)C(F)(F)F)no1
    2, -3, 2, -6, -10, -3, -1, 1, -12, -2
O=C1/C(=C\c2ccncc2)CCc2ccccc21
    -1, 2, x, 1, -5, 3, x, 32, x, 1
Cn1c(SCC(=O)Nc2cc(S(=O)(=O)N3CCOCC3)ccc2N2CCOCC2)nnc1-c1ccncc1
    0, -1, 4, 4, 5, -12, 1, 1, -2, -2
Cc1cccc(NC(=O)N(Cc2cc3cc(C)cc(C)c3[nH]c2=O)CC2COCCO2)c1 (stereo unspecified)
    0, 0, 7, 7, -4, 8, 5, 1, -24, 0
Cc1ccc(NC(=O)CSc2nnc(CNC(=O)c3ccco3)n2C)cc1C
    0, x, x, 6, 10, -7, x, -8, x, 10
CC1CCC2(CC1)NC(=O)N(Cc1nnc(-c3cccs3)o1)C2=O (stereo unspecified)
    0, 0, 2, -6, -12, x, 3, 3, -7, 1
CC(SCC(=O)Nc1ccccc1)c1nc2ccccc2c(=O)[nH]1 (stereo unspecified)
    -1, -1, 0, -6, 2, x, 2, 4, -4, -9
N#Cc1c(-c2ccccc2)c(-c2ccccc2)n[nH]c1=O
    -1, -3, -7, -6, -6, 6, -4, -4, -45, -2
CC(C)c1ccc(NC(=S)NNC(=O)C2CC2)cc1
    1, -2, -6, -18, -9, -4, 0, 12, -30, -5
CC1Cc2ccccc2N1C(=O)c1cnc2ccccn2c1=O (stereo unspecified)
    -3, -3, 2, -2, -8, -7, 2, -2, -4, 2
CCn1c(SCC(=O)NNC(=O)c2ccc(C)cc2)nnc1C(C)C
    -1, 0, -6, 2, -23, -7, -4, 0, -13, 1
Cc1ccc(C)c(N(Cc2cc3ccc(C)cc3[nH]c2=O)C(=O)c2ccco2)c1
    0, 0, -3, 5, 7, 9, 18*, 2, -6, 8
CC(=O)c1sc(NC(=O)C2COc3ccccc3O2)nc1C (stereo unspecified)
    -8, 5, 0, -5, 62*, 6, 43*, -5, -38, -1
C=CCc1ccc(OCCOc2cccc3cccnc23)c(OC)c1
    0, -2, 3, 41, 20, 0, -4, -2, -8, 5
COc1ccc(C2C3=C(CC(C)(C)CC3=O)Oc3ncn(CCCn4ccnc4)c(=N)c32)cc1 (stereo unspecified)
    -1, -2, -2, 4, 16, -1, 2, 19, -18, 2
CCc1cccc(CC)c1NC(=O)c1cccc(S(=O)(=O)N2CCN(C)CC2)c1
    1, x, -1, -9, 21, -9, -6, -1, -33, -2
COc1ccc2c(c1OC)C(=O)OC2Nc1nc2ccccc2s1 (stereo unspecified)
    1, 1, 7, 9, 0, -2, -1, -9, -19, -2
COC(=O)CCCNC(=O)c1ccc(OS(=O)(=O)c2cc([N+](=O)[O-])ccc2C)cc1
    -5, 0, x, 0, 10, 4, x, 0, x, 9
CCOC(=O)c1c(C)[nH]c(C)c1C(=O)CSc1nnc(-c2ccco2)n1Cc1ccccc1
    2, 0, 1, 1, 9, -2, 4, 7, 0, 6
CCOC(=O)/C(=C\c1cccc(O)c1)c1nc2sc(C)c(C)c2c(=O)[nH]1
    6, -1, 5, 161*, -47, -3, 5, 1, -24, 114
Cc1cc(NC(=O)/C(C#N)=C/c2ccco2)n(-c2ccccc2)n1
    -1, 1, -4, -25, -3, 2, -2, 14, -20, -2
CCN(CC(=O)NCc1ccc(Cl)cc1)C(=O)CSCC(=O)Nc1cccc(C)c1
    2, 0, -3, 22, -3, -1, 1, 35, -16, 16
Cc1cc(C)nc(N2CCCC(C(=O)Nc3nnc(C)s3)C2)n1 (stereo unspecified)
    6, -1, 1, 5, 9, 4, -1, 6, -6, -4
O=c1cc(-c2ccccc2Cl)oc2c(NS(=O)(=O)c3ccccc3C(F)(F)F)ccc(O)c12
    -2, 0, x, 10, -13, 59*, x, 0, x, 1
CC(=O)c1ccc(OCc2cc(C(=O)NC3CCCCC3)no2)cc1
    3, 0, -10, 44, -81, 5, -6, -2, -106, 23
Clc1ccc(C2[C@H]3CN(Cc4cccnc4)[C@H](c4ccccc4)C34CC2(c2ccccc2)C4)cn1 (stereo partly specified)
    -3, -3, x, 10, 10, x, x, -6, x, 8
O=C(c1ccccc1F)N1CCN(CC2CC3C=CC2C3)CC1 (stereo unspecified)
    0, -3, -2, -11, 3, 1, 0, -23, -11, -4
CCn1c(SCC(=O)c2c[nH]c3ccccc23)nc2cc(S(=O)(=O)N3CCOCC3)ccc21
    -3, 0, 2, 46, -33, 0, 7, -11, 1, 19
COc1ccc(S(=O)(=O)N2CCN(C)CC2)cc1
    2, 5, -2, -14, -6, 2, 2, -1, -21, -6
C=CCNC(=O)c1onc(CSc2cccc(OCC)c2)c1C(=O)O
    5, -8, -6, -4, 3, 3, -4, -1, -40, -9
CCOc1ccccc1NC(=O)c1nnn(CC(=O)Nc2ccc3c(c2)OCO3)c1N
    -1, -1, 3, 26, 1, x, 2, -9, 22, 5
O=C(c1ccc(=O)n(Cc2ccccc2)n1)N1CCN(C/C=C/c2ccccc2)CC1
    -1, 1, -7, 8, 22, 2, 0, 3, -17, -4
COc1ccc(-c2onc(C)c2-c2cnn(-c3ccccc3)c2)c(O)c1
    -2, 0, 0, 11, 9, 1, -1, 7, -9, 2
CCc1cc(-c2[nH]ncc2-c2ccc([N+](=O)[O-])cc2)c(O)cc1OC
    -5, 11, -5, 7, 20, 18, -1, 1, 16, 5
O=C(NCc1ccccn1)c1cccc(S(=O)(=O)Nc2ccc(SC(F)F)cc2)c1
    1, -1, x, 4, 8, 9, x, 1, x, 3
Cn1c(NC(=O)c2ccc(F)c(F)c2)cc(=O)n(C)c1=O
    -7, 1, 1, 6, -4, 2, -6, -16, 4, 1
Cc1cc(C)cc(N(CCC#N)C(=O)COC(=O)c2nc3nc(C)cc(C)n3n2)c1
    5, -6, x, -1, 12, x, x, 8, x, -11
Cc1cc(NC(=O)C2CCCCC2)n(-c2nc3ccccc3[nH]2)n1
    3, 5, -4, -9, 48, 1, 0, -6, -45, -12
CC(C(=O)OCC(=O)c1ccccc1)N1C(=O)C2C3CCC(C3)C2C1=O (stereo unspecified)
    0, 0, -6, -9, 0, -2, -2, 5, 2, -5
O=C(O)c1ccccc1NN=C1CCCCC1
    2, x, 5, 4, -192, 2, -6, 2, -70, 1
O=C(NS(=O)(=O)c1ccccc1)c1cccc(Br)c1
    3, -4, -3, 0, -2, x, 3, 25, -38, 7
COc1ccc(C(CNC(=O)c2cc3c(s2)CCCC3)N2CCOCC2)cc1 (stereo unspecified)
    1, -2, -8, -4, 7, 3, 1, 22, -18, -1
S=C(NCCCn1ccnc1)NC1CCCCC1
    0, 1, 0, -13, 26, 0, 3, 6, -22, 2
O=C(O)c1cc(NN=Nc2cccc([N+](=O)[O-])c2)cc([N+](=O)[O-])c1
    4, 0, -6, 3, -8, 5, 5, -2, 3, -4
COC(=O)N/N=C\c1c(C)[nH]n(-c2ccccc2)c1=O
    1, 1, -2, 23, 6, 1, 3, 1, 9, 4
CCOc1ccc2nc(COC(=O)c3ccco3)c(C(C)=O)[n+]([O-])c2c1
    4, -8, -3, -18, -11, 4, -1, -5, -20, -3

(further entries)
Sequence of screens: GSK3B inh, GSK3 alpha inh, IEC-6 cytotox, HSF1 activator, aSyn 5UTR inh, Dyrk1A ADPGlo, HSP90 refold inh, Platelet DG rel, KLF5 inh, HSF1 inh
Cc1cc(C)nc(/N=C2\NC(=O)CC(C(=O)O)N2c2ccc(Cl)cc2)n1 (stereo unspecified)
    1, 0, -4, -4, -9, 2, -3, -14, 3, -3
NS(=O)(=O)c1ccc(NC(=S)Nc2ccc(C(=O)N3CCCCC3)cc2)cc1
    0, 1, 1, -15, 22, 4, -1, -5, -32, -7
CCN(Cc1ccccc1)C(=O)c1cccc(S(=O)(=O)N2CCN(c3ccccc3)CC2)c1
    -1, 2, x, 6, 0, 13, x, -13, x, 6
CCOC(=O)N1CCN(C(=O)Cn2ccc3c(OC)cccc3c2=O)CC1
    -1, 0, 5, -2, -6, 3, 9, -2, -38, 1
Cc1ccc(CC(=O)N2CCN(c3ccccc3F)CC2)cc1
    1, -4, 1, 28, -2, 0, 0, 2, -1, 9
CCn1c(SCC(=O)N2CCCCC2)nc2c(c1=O)SC(C)C2 (stereo unspecified)
    1, 0, -4, -14, 5, 4, -3, 19, -30, 2
